KLF5 inh – inhibitors of KLF5 expression. AID 1700. 0.23% of 290,000 active. inhibition, % at 5 µM. DLD-1 KLF5 promoter-luciferase reporter, luminescence;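 active = inhibition above a per-plate limit of that plate's mean compound inhibition plus 3 SD, cut at about 60% in these data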;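 note: 0% = DMSO wells and 100% = LY294002 at 200 µM; higher means less KLF5 promoter-driven luciferase light; inactives centre near -14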
TRPC4 PAM – TRPC4 (mouse) allosteric potentiation | HEK293 TRPC4beta/mu-opioid, DAMGO EC20, Fluo-4 Ca2+ flux; active compounds read high | B-score at 10 µM | 0.42% of 310,000 active | AID 2227;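 active = B-score of calcium response area above 5 SD of library B-scores, with initial fluorescence ratio within 5 SD of library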;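 note: B-score of integrated fluorescence ratio over time as area under calcium response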
IEC-6 tox – kills IEC-6 intestinal cells in KLF5 counter-screen | IEC-6 cytotoxicity, luminescence viability | inhibition, % at 5 µM | 0.78% of 290,000 active | AID 1825; in the data active = inhibition above about 22%;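 note: 0% = plate median of test compound wells and 100% = cytotoxic reference compound wells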
MrgX1 antag – blocks BAM8-22 activation of human MrgX1 receptor; MRGX1-HEK293 calcium flux, Fluo-4, BAM8-22 antagonism; active compounds read low; 1.3% of 310,000 active; B-score at 10 µM; Q96LB2;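 active = calcium-response B-score plate-corrected more than 3 library SD below zero, starting fluorescence within 5 deviations, no agonist response on first addition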;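 note: peak minus trough fluorescence over baseline after final BAM8-22 challenge near maximal dose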
HIF activator – HIF pathway transcriptional activation; U2OS HRE-luciferase reporter, luminescence; normalized: DMSO 0%, desferrioxamine 100%; activation, % at 7.5 µM (by protocol); 0.32% of 300,000 active;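 active = mean activation of at least 10% of the iron chelator positive control signal, with at least half of replicates also reaching 10%; inconclusive = mean and replicate majority disagree about reaching 10%; inactive = mean and most replicates under 10%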
TRPC6 act – activates the mouse TRPC6 cation channel; Q61143; HEK293-TRPC6 membrane potential dye fluorescence; active compounds read high; B-score at 10 µM; 0.13% of 310,000 active;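 active = B-score of the integrated fluorescence ratio above library mean plus 3 SD, and starting fluorescence ratio within library mean plus 5 SD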;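 note: higher score means more depolarization so channel activation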
Target sequence (Q61143 whole entry, looked up): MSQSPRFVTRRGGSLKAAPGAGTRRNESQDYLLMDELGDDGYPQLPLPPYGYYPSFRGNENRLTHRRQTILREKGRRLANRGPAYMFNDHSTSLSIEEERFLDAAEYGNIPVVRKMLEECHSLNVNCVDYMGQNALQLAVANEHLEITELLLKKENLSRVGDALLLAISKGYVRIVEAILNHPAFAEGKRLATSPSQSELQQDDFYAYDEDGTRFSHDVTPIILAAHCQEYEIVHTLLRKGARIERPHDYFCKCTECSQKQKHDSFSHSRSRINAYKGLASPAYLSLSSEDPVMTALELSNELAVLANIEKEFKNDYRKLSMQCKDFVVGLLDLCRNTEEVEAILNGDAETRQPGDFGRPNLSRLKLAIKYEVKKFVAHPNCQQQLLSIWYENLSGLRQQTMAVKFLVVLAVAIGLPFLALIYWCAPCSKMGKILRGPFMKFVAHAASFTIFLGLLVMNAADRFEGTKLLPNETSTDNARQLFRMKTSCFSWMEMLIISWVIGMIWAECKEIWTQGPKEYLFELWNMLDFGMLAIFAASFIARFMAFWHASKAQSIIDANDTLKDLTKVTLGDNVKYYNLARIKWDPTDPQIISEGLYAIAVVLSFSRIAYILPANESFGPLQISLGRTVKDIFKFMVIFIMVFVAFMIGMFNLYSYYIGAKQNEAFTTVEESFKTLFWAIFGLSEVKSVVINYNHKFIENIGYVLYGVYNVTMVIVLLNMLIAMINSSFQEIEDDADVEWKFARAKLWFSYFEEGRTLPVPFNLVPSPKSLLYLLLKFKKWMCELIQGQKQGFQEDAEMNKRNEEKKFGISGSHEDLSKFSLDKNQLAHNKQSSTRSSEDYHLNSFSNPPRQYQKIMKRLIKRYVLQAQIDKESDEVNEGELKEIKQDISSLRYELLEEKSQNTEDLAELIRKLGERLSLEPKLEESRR
aSyn UTR inh – MLPCN primary screen, SNCA 5' untranslated region; 0.82% of 300,000 active; inhibition, % (tested at 7.5 µM); alpha-synuclein 5'UTR reporter, inhibitor activity; in the data active = inhibition above about 60%; inconclusive = no clear call, values can overlap the other calls;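 note: H4 neuroglioblastoma cells stably carrying SNCA 5'UTR luciferase fusion; 0% = DMSO wells and 100% = positive control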
TRPC4 act – TRPC4 (mouse) channel activation. HEK293 TRPC4beta/mu-opioid, Fluo4 calcium fluorescence; active compounds read high. Q9QUQ5. B-score at 10 µM. 0.49% of 310,000 active;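 active = B-score above 5 SD of library B-scores, and initial fluorescence ratio not above library mean plus 5 SD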;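 note: positive B-score marks a calcium rise read as TRPC4 activation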
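Assay system: HEK293 stable line with TRPC4beta plus mu-opioid receptor; schedule: 45 min room-temperature Fluo4 loading, 110 s read; technique: kinetic Fluo4 calcium fluorescence; evaluation: integrated baseline-normalised fluorescence ratio, converted to per-well B score; controls: buffer (low) and maximal DAMGO (high)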
TRPC6 inhibitor – mouse TRPC6 channel inhibition. HEK293-TRPC6, membrane potential dye, ACh-evoked depolarization; active compounds read low. B-score at 10 µM. 1.1% of 310,000 active;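 active = B-score under library mean minus 3 SD, initial fluorescence not abnormally high, positive integrated signal ratio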;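 note: B-score derived from integrated fluorescence ratio over the kinetic read; more negative B-score means stronger inhibition of depolarization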
TRPC4 inh – TRPC4 (mouse) channel inhibition. HEK293 TRPC4beta/mu-opioid, DAMGO-evoked Fluo4 calcium flux; active compounds read low. B-score at 10 µM. 0.39% of 300,000 active;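 active = B-score over 3 SD under the library average, no early fluorescence shift, positive overall ratio signal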
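Assay system: HEK293 cells with stable TRPC4beta plus mu-opioid receptor expression. Dosing: single dose. Measured by: Fluo4 Ca2+ flux fluorescence. Also added: DAMGO in two steps, submaximal then maximal. Read-out: B score from integrated Fluo4 fluorescence ratio.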
SKKanGAS inh – blocks kanamycin growth of S. pyogenes SKKanGAS strain | BacTiter-Glo, 6 h | inhibition, % at 7.5 µM | 1.3% of 300,000 active | AID 1662;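 active = mean replicate score, as percent of positive control median, at least 50; inconclusive = mean below 50 but one replicate at or above 50; inactive = mean and every replicate below 50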;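 note: strain carries kanamycin resistance gene driven by streptokinase promoter and grows in 40 µg/ml kanamycin; loss of luminescence reflects streptokinase promoter inhibition or plain growth inhibition; 0% = median of DMSO wells and 100% = positive control at its reference dose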
* hit, by the source's call; i = inactive; u = inconclusive; x = no result given.

SMILES	KLF5 inh	TRPC4 PAM	IEC-6 tox	MrgX1 antag	HIF activator	TRPC6 act	aSyn UTR inh	TRPC4 act	TRPC6 inhibitor	TRPC4 inh	SKKanGAS inh
CC(=O)N1c2ccc(S(=O)(=O)N3CCC(C(=O)NCc4ccccc4)CC3)cc2CC1C (stereo not drawn)	-10	i	-1	i	-0.7	i	-34	i	i	i	-8
O=C(NN1C(=O)/C(=C/c2ccc(O)cc2)SC1=S)c1ccccc1O	-33	i	-9	-7.8*	-1.0	i	6	i	i	i	2
Cc1onc(-c2ccccc2Cl)c1C(=O)N1CCN(C=O)CC1	-13	i	-1	i	-0.1	i	8	i	i	i	-5
CCOC(=O)CN1CC23C=CC(O2)C(C(=O)NCCc2ccccc2)C3C1=O (stereo not drawn)	-15	i	0	i	-0.2	i	6	i	i	i	-5
CCN1CCN(CCC(=O)Nc2ccccc2)CC1	-37	i	2	i	-1.5	i	4	i	i	i	-6
CCC(=O)Nc1ccc2nc(SCC(=O)N3CCOCC3)sc2c1	-42	i	-1	i	0.2	i	-15	i	i	i	-11
O=C(NCCCN1CCCC1=O)C(=O)NCC1OCCN1S(=O)(=O)c1ccc(Br)cc1 (stereo not drawn)	-12	i	-3	i	0.5	i	-1	i	i	i	0
CC1Sc2ccc(S(=O)(=O)CCC(=O)N(C)Cc3ccco3)cc2NC1=O (stereo not drawn)	-30	i	6	i	x	i	-4	i	i	i	1
COc1ccc(NC(=O)C2CCCNC2=O)cc1 (stereo not drawn)	-13	i	-4	i	-0.1	i	-5	i	i	i	-6
COc1cccc(C(=O)OCCN2CCOCC2)c1	-5	i	4	i	-0.1	i	-9	i	i	i	0
O=C(O)CC(CC(=O)Nc1ccc(C(=O)O)cc1)c1ccccc1 (stereo not drawn)	-12	i	-6	i	-0.3	i	-2	i	i	i	-7
CCOC(=O)C1(CCc2ccccc2)CCN(C(=O)c2ccoc2)CC1	-12	i	-2	i	0.2	i	-25	i	i	i	-3
Cc1ccccc1NC(=O)CSc1nnnn1C	-31	i	7	i	-0.1	i	9	i	i	i	8
N#CCSc1nccc(-c2cc(Cl)sc2Cl)n1	-29	i	0	i	0.1	i	2	i	i	i	29
CCC(C)NC(=O)Cn1ccc2cc(S(=O)(=O)N3CCCCCC3)ccc21 (stereo not drawn)	4	i	12	i	-0.5	i	16	i	i	i	1
COc1ccc(CNC(=O)c2c(O)c3cc(OC)c(OC)cc3[nH]c2=O)cc1OC	-39	i	3	i	-2.7	i	-26	i	i	i	-3
CCCn1nnc(NC(=S)NC(=O)c2ccc(-c3ccc(Br)cc3)o2)n1	-18	i	-1	i	0.2	i	-35	i	i	i	11
CCCOc1ccc(Cn2c(O)cc(=O)[nH]c2=O)cc1	-19	i	-2	i	-0.2	i	-19	i	i	i	1
N#CC1=C(N)OC2=C(C(=O)CC(c3ccccc3)C2)C1c1cccnc1 (stereo not drawn)	12	i	-2	i	0.2	i	-14	i	i	i	5
CCc1cc(C(=O)c2ccc(OC)cc2)c(NC(=O)CN2CCCC2)s1	-35	i	-9	i	-0.1	i	26	i	i	i	-2
Cc1cc(C)cc(OCC(=O)NN2C(=O)c3ccccc3C2=O)c1	3	i	0	i	-0.2	i	-3	i	i	i	-8
N=c1c2c3c(sc2ncn1CCCO)CCCC3	6	i	-2	i	-0.2	i	3	i	i	i	5
Cn1c(Cl)c(/C=N/OC(=O)c2ccc(Cl)cc2)c2ccccc21	-16	i	-2	i	-0.1	i	-7	i	i	i	-16
COc1ccc(OCCN2C(=O)c3ccccc3C2=O)c([N+](=O)[O-])c1	-49	i	2	i	0.1	i	0	i	i	i	3
Cc1ccccc1CN(c1ccc(C(=O)N2CCN(C)CC2)cc1)S(C)(=O)=O	x	i	x	i	-0.6	i	-13	i	i	i	-9
O=C(CCc1ccccn1)N1CCCC(N2CCN(c3ccc(F)cc3)CC2)C1 (stereo not drawn)	-46	i	5	x	0.0	i	9	i	i	i	-5
CCC(C)(C)n1nnnc1C(c1ccc(O)cc1)N1CCc2ccccc2C1 (stereo not drawn)	-21	i	-1	i	0.1	i	38	i	i	i	-3
Cc1cccc(COCC(Cc2ccccc2)N2CCN(C(=O)c3ccc(C(F)(F)F)cc3)CCC2=O)c1 (stereo not drawn)	19	i	-2	i	-0.8	i	18	i	i	i	35
Cc1ccc(C(=O)N/C(=C\c2cccs2)C(=O)NCc2ccncc2)cc1	0	i	-2	i	0.1	i	11	i	i	i	2
CO/N=C/NC(=O)c1c(OC)ccnc1Oc1ccc(Cl)cc1	-21	i	0	i	-0.6	i	11	i	i	i	-11
Cc1cc(F)ccc1N1CCC(N2CCN(CCC(C)C)C(CCO)C2)CC1 (stereo not drawn)	-31	i	4	i	-1.1	i	-3	i	i	i	-2
CC(C)Oc1cccc(C(=O)C2CCCN(C(=O)c3ccccn3)C2)c1 (stereo not drawn)	-5	i	6	i	0.5	i	-1	i	i	i	-1
CCCn1c(=O)c2ccccc2n2c(SCC(N)=O)nnc12	8	i	6	i	-1.9	i	-1	i	i	i	-6
Cc1ccc2[nH]c3c(=O)n(CC(=O)N4CCN(C)CC4)ncc3c2c1	-5	i	6	i	0.0	i	6	i	i	i	8
COc1ccccc1N1C(=O)C2C(C(=O)c3ccccc3)=NN(c3ccccc3)C2C1=O (stereo not drawn)	-38	i	-3	i	-0.2	i	-11	i	i	i	13
Nc1nncn1C(=O)c1cc(Br)ccc1Cl	-2	i	2	i	-0.3	i	-9	i	i	i	9
CCN(C(=O)COc1cccnc1[N+](=O)[O-])C1CCS(=O)(=O)C1 (stereo not drawn)	-8	i	4	i	-0.1	i	15	i	i	i	-1
O=C(NN1CCOCC1)c1cc(S(=O)(=O)Nc2cccc(C(F)(F)F)c2)ccc1Cl	-10	i	2	i	-0.5	i	9	i	i	i	1
O=C1CS/C(=N\C(=O)N2c3ccccc3Sc3ccccc32)N1	17	i	0	i	-0.2	i	20	i	i	i	7
Cc1ccc(CSC2=NCCN2C(=O)c2ccc([N+](=O)[O-])cc2)cc1	-11	i	-6	i	0.2	i	6	i	i	i	17
COc1cc(C2=NOC(C(=O)N3CCN(c4ccc(F)cc4)CC3)C2)cc(OC)c1OC (stereo not drawn)	-4	i	1	i	-0.3	i	16	i	i	i	0
COc1cccc(NS(=O)(=O)c2ccc3[nH]cc(C(=O)NC4CC4)c(=O)c3c2)c1	-16	i	-3	x	0.0	14*	-14	i	-8.9*	i	-1
COc1ccc2c(c1)/C(=N/N1C(=O)c3ccccc3C1=O)C(=O)N2	-44	i	4	i	-0.3	i	2	i	i	i	5
Cc1[nH]nc2nc(SCC(=O)NC3CCCCC3)n(-c3ccc(Br)cc3)c(=N)c12	1	i	8	i	-2.9	i	u	i	i	i	9
COc1ccc(CCC(=O)NCCc2nc3ccccc3[nH]2)cc1	-1	i	3	i	-0.1	i	-12	i	i	i	-4
O=C(CC(Nc1ccccc1Cl)C(=O)O)c1ccccc1 (stereo not drawn)	-12	i	6	i	-0.4	i	-94	i	i	i	12
CC(=C/c1ccccc1)/C=N/Nc1nc(N2CCCCC2)nc(N2CCCCC2)n1	7	i	-13	i	0.1	i	-11	i	i	i	14
O=C(NC1CCN(C(=O)Nc2cccc(Cl)c2)CC1)C1CCCCC1	11	i	2	i	-11	i	8	i	i	i	-21
CCN(CC)S(=O)(=O)c1ccc(NC2=NS(=O)(=O)c3ccccc32)cc1	0	i	-9	i	-0.5	i	7	i	i	i	-2
COc1ccc(C2Nc3ccc4ccccc4c3-c3c2c(=O)oc2ccccc32)cc1 (stereo not drawn)	-12	i	3	i	0.5	i	-4	i	i	i	-8
Carrying on:
SMILES	KLF5 inh	TRPC4 PAM	IEC-6 tox	MrgX1 antag	HIF activator	TRPC6 act	aSyn UTR inh	TRPC4 act	TRPC6 inhibitor	TRPC4 inh	SKKanGAS inh
COc1cc([N+](=O)[O-])c2ncsc2c1	-29	i	4	i	-0.3	i	-26	i	i	i	-7
CCN(CC)S(=O)(=O)c1ccc(NC2c3ccccc3C(=O)N2Cc2ccc3c(c2)OCO3)cc1 (stereo not drawn)	-9	i	0	i	-0.1	i	-31	i	i	i	1
O=C1C2CCCN2C(=O)N1CCCCN1CCN(c2ccc(F)cc2)CC1 (stereo not drawn)	-9	i	-5	i	-2.8	i	3	i	i	i	-6
CCCP(=O)(CCC)CCP(=O)(c1ccccc1)c1ccccc1	5	i	-3	i	-2.2	i	-8	i	i	i	2
COc1ccc(NC(=O)COc2ccccc2Cc2ccccc2)cc1S(N)(=O)=O	7	i	5	i	0.1	i	7	i	i	i	-10
CC(C)(C)c1ccc(/C=C2/SC(N3CCCC3)=NC2=O)cc1	-7	i	6	i	0.2	i	-13	i	i	i	20
Cc1ccc2nc(N/C(=N/S(=O)(=O)c3cccs3)c3ccccc3Cl)sc2c1	-5	i	-1	i	0.1	i	-43	i	i	i	12
CC(=O)c1ccc(NC(=S)NCc2ccc(Cl)cc2Cl)cc1	14	i	0	i	0.1	i	14	i	i	i	48
O=C(NCc1cccnc1)c1ccc(N2CCOCC2)c([N+](=O)[O-])c1	-13	i	1	i	0.0	i	9	i	i	i	0
O=C1c2cccc3c(O)ccc(c23)C(=O)N1c1ccc(Cl)cc1	-28	i	5	i	-0.3	i	-141	i	i	i	15
COCCCNC(=O)c1c(NC(=O)c2cccs2)sc2c1CCCC2	10	i	0	i	-0.2	i	-19	i	i	i	-4
CCN(CC)c1ccc(S(=O)(=O)N2CCOCC2)cc1NC(=O)COC(=O)COc1ccccc1C	-5	i	-2	i	-0.4	i	-1	i	i	i	-4
Cc1ccc(O)c(C2=NNC(O)(C(F)(F)F)C2)c1 (stereo not drawn)	-23	i	-2	i	0.0	i	-17	i	i	i	9
CCN(CC)CCCN(C(=O)c1ccco1)c1nc(-c2ccc(C)cc2)cs1	3	i	3	i	-0.2	i	-14	i	i	i	-2
CCN(CC)C(=O)Nc1cnc2ccccc2c1	-21	i	0	i	0.8	i	-29	i	i	i	1
COc1ccc(N(CC(=O)N2CCN(c3ccc(F)cc3)CC2)S(=O)(=O)c2c(C)noc2C)cc1	-12	i	2	i	0.3	i	-7	i	i	i	-1

Bioassay records (PubChem)
